Bioassay records deposited in PubChem BioAssay by Broad Institute.
F508del corr: F508del CFTR correction, initial screen, CFBE line, single point. 350,000 compounds, 0.36% hits. activity (quench increase), % at 7.58 µM. CFBE cells, YFP halide quenching; stimulated with forskolin plus potentiator P3; % fluorescence drop versus neutral controls;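 active = mean added fluorescence quench of at least 8% versus neutral control, with both replicates also reaching 8%; inconclusive = only one of the mean or replicate conditions met; inactive = mean below 8% and not both replicates reaching 8%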;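 also: cells transiently co-express mutant CFTR-F508del with the halide-sensitive YFP; corrector assay measuring rescue of mutant channel to the surface after 24 h compound exposure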
PAX8 reporter: inhibitors of PAX8-driven TPO luciferase reporter, primary screen, RMG-I cells, single concentration | inhibition, % at 12.6 µM | SteadyGlo, 24 h | AID 652154, 2013 | 360,000 compounds, 1.2% hits;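 active = mean replicate inhibition at least 60% with every replicate also reaching 60%; inconclusive = only one of the two criteria is met; inactive = mean below 60% and not all replicates reaching 60%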;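 also: luciferase light reporting Pax8 driven TPO promoter activity; plate controls were median of neutral control wells for no effect and mitoxantrone controls for full effect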
FN deposit inh: inhibitors of fibronectin matrix deposition, primary screen, AH1F cells, Alexa488-fibronectin fluorescence, plate reader; AID 743247, 2014; 350,000 compounds, 0.086% hits; inhibition, % at 12.6 µM; AH1F fibroblasts, overnight;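 active = mean inhibition across replicates of 30% or more, regardless of how many single replicates reach that level; inconclusive = mean under 30% yet at least half of replicates reach 30%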;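 also: positive control wells lacked labelled fibronectin entirely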
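Material – AH1F fibroblast monolayer, labelled fibronectin deposition · Reagent – labelled fibronectin 24 nM · Timing – 1 h adhesion, overnight exposure · Measured by – fluorescence at 485 nm excitation, 525 nm emission · Read-out – inhibition of fibronectin deposition signal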
miR-122 sensor: miR-122 Renilla sensor signal increase in Huh7, primary screen, miR-122 inhibitor project, cell-based, single point, plate reader; Huh7 miR-122 Renilla luciferase sensor, 48 h; neutral wells = 0, positive control = 100; activation (reporter increase), % at 12.5 µM; 340,000 compounds, 0.3% hits; AID 602342, 2012;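 active = mean replicate activation score at least 90 and every replicate individually at or above 90; inconclusive = only one of the two criteria met; inactive = neither criterion met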;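 also: higher luciferase means less miR-122 activity so hits act as miR-122 inhibitors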
INS-1E GSIS act: GLuc luminescence reporter in INS-1E cells, primary screen for activators of glucose-dependent secretion of insulin; INS-1E GLuc reporter insulin secretion, 2-3 h; activation, % at 16.6 µM; 370,000 compounds, 0.61% hits; AID 743287, 2014;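 active = lowest replicate activation of at least 40%, so every replicate reaches that level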;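 also: 0% = median of neutral control wells and 100% = median of IBMX positive control wells; some compounds called inactive have numbers as strong as hits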
DENV2 CPE rescue: inhibitors of DENV2 cytopathic effect, primary screen, cell-based, plate reader, single concentration | DENV2-infected cells, cytopathic effect rescue | CPE inhibition, % at 9.99 µM | 350,000 compounds, 1.7% hits | AID 651640, 2012; in the data active = CPE inhibition above about 20%, passing the limit was not always enough; inconclusive = no clear call, values can overlap the other calls; tested in BHK-21 cells;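 also: 0% = median of neutral control wells and 100% = median of positive control wells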
EWS-Fli block: EWS/Fli-driven NR0B1 reporter inhibitors, primary screen, A673 cells, NR0B1 luciferase, luminescence, MLPCN library | inhibition, % at 12.6 µM | viability-normalised | AID 651661, 2012 | 350,000 compounds, 0.67% hits;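 active = mean inhibition of at least 50% after viability correction, with every replicate also passing that limit; inconclusive = mean reaches 50% but only one of two replicates passes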;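 also: firefly luciferase signal divided by Alamar Blue viability fluorescence both relative to DMSO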
An asterisk follows results filed as active; ? = inconclusive; · = not tested or not shown; [ ] = remark or other dose.

Sequence of screens – DENV2 CPE rescue, F508del corr, INS-1E GSIS act, FN deposit inh, PAX8 reporter, miR-122 sensor, EWS-Fli block
1	CO[C@H]1CN(C)C(=O)c2cc(NS(=O)(=O)c3ccccc3)ccc2OC[C@@H](C)N(C(=O)NC(C)C)C[C@H]1C
 : 4.8, -1.4, -7.9, 3.3, 12.7, 2.9[16.7 µM], -16.4
2	COc1ccc(CN(C)C[C@@H]2Oc3c(NC(=O)c4cnccn4)cccc3C(=O)N([C@H](C)CO)C[C@H]2C)cc1
 : ?, 0.5, 5.3, 3.6, 0.6, 1.0[16.7 µM], -1.9
3	COc1ccc(C2c3cc(OC)c(OC)cc3CC3C(=O)OCC32)cc1OC (centres undefined)
 : -6.1, 0.9, 40.8, ·, -2.2, 2.4, 1.5
4	O=C(Nc1ccccc1)N1CCCCC1c1cccnc1 (centres undefined)
 : ·, ·, ·, 4.6, 1.9, -7.7, ·
5	C/C=C/c1ccc([C@@H]2[C@@H](CO)N3C(=O)CN(Cc4ccc(C)cc4)C[C@H]23)cc1
 : 4.4, 0.8, 6.0, ·, ·, ·, ·
6	CCO[C@H]1OC(C(=O)N2CCCCCCC2)=C[C@@H](c2coc3ccccc3c2=O)[C@@H]1CCCO
 : ·, -0.7, 2.2, 4.3, 11.0, ·, -4.4
7	CS(=O)(=O)c1ccc(-c2cccc(NC(=O)c3ccc(Br)o3)c2)nn1
 : 4.6, -0.2, 15.9, ·, 12.8, 0.3, 9.8
8	CCc1cc(=O)oc2c(C)c(OCC(=O)N3CCC(C(=O)O)CC3)ccc12
 : 6.8, -3.5, 5.4, ·, ·, 0.3, 8.1
9	O=[N+]([O-])c1cc(S(=O)(=O)N2CCOCC2)ccc1N1CCCC1
 : -1.4, -3.4, 4.6, -0.3, -4.0, -6.4, 7.8
10	CNC[C@@H]1OCCCC[C@@H](C)Oc2ccc(NC(=O)C3CCCCC3)cc2C(=O)N([C@H](C)CO)C[C@H]1C
 : ?, -2.0, -9.6, ·, -13.9, 11.4[16.7 µM], -3.8
11	C[C@H]1CN([C@@H](C)CO)C(=O)c2cc(C#CCc3ccccc3)cnc2O[C@@H]1CN(C)CC1CCOCC1
 : 1.6, -2.7, -3.4, ·, -4.8, -2.3[16.7 µM], 2.3
12	CSc1ccc(CN2CCN(S(=O)(=O)Cc3ccccc3)CC2)cc1
 : 9.6, -1.4, 9.7, 3.7, 12.3, -3.9, 7.3
13	C=CCn1c(O)c(N=NC(=O)CNC(=O)c2ccco2)c2ccccc21
 : -3.1, ·, 41.7*, 3.7, 8.2, ·, 24.8
14	CC(=O)c1cc(-c2ccccc2)n(CC(=O)Nc2ccc(C)c(C)c2)c1C
 : 0.5, ·, 11.7, 3.2, 1.0, 6.9, 0.2
15	COc1ccccc1Nc1nc(-c2sc(NC(=O)c3ccccc3)nc2C)cs1
 : -1.6, 2.3, -17.7, -0.8, -4.5, -3.1, -22.6
16	Oc1ccc(N=Cc2ccc(-c3cccs3)s2)cc1
 : ·, ·, 2.7, 5.3, ·, -1.3, ·
17	NC(=O)c1ccc(Nc2ccc3c(c2)CCC3)c([N+](=O)[O-])c1
 : 3.7, 0.8, 1.1, 3.8, -0.1, -5.1, 4.7
18	O=C(CCS(=O)(=O)c1ccccc1Cl)NCc1ccc(F)cc1
 : 6.8, 0.1, -7.2, -1.1, 0.1, -3.4, -0.2
19	C[C@@H]1CN([C@H](C)CO)C(=O)c2cc(NS(=O)(=O)c3cccs3)ccc2O[C@H]1CN(C)C(=O)NC1CCCCC1
 : 11.9, 3.0, 25.3, 1.2, ·, -3.6[16.7 µM], 5.9
20	CNC[C@@H]1Oc2ccc(NC(=O)Nc3ccc4c(c3)OCO4)cc2CC(=O)N([C@H](C)CO)C[C@@H]1C
 : -6.6, 1.9, 11.3, -6.6, -25.6, 6.4[16.7 µM], -2.5
21	CCCCNC(=O)C1CCC(CNS(=O)(=O)c2ccc(NC(C)=O)cc2)CC1 (centres undefined)
 : ·, ·, 15.5, -1.8, -16.2, 12.1, ·
22	Cc1cc(NC(=O)CN2CCN(c3ccccn3)CC2)ccc1Br
 : 0.6, -1.2, -33.6, 6.8, -6.4, ·, 5.3
23	CC(C)NC(=O)N[C@@H]1CC[C@@H](CCNC(=O)C2CC2)O[C@@H]1CO
 : -2.9, -0.3, 5.5, 2.2, -19.8, ·, -9.6
24	Cc1cccc(C(=O)Nc2c3c(nn2C(C)(C)C)CS(=O)(=O)C3)c1
 : 0.7, 1.1, 16.0, -1.0, -2.4, -0.3, 0.1
25	C=CCn1c(-c2cccn(Cc3ccc(Cl)cc3)c2=O)n[nH]c1=S
 : ·, ·, ·, -10.9, 2.7, -3.3, ·
26	COc1ccc(NC(=O)c2ccc(N3C(=O)C4CC=C(Cl)CC4C3=O)cc2)cc1 (centres undefined)
 : ?, 0.7, 19.6, 2.7, -24.0, 4.2, -2.4
27	CC(NC(=O)C1CCCC1)c1ccccc1 (centres undefined)
 : -5.7, -3.1, 4.2, -3.4, 13.2, ·, 4.2
28	CSc1n[nH]c(-c2cccs2)n1
 : 9.6, 3.7, 14.8, -6.3, -16.8, ·, -11.4
29	Cc1ccc2c(c1)C(c1ccccc1)N(C(=O)c1ccccc1[N+](=O)[O-])CC(=O)N2 (centres undefined)
 : 8.9, -2.7, -12.3, -3.1, -4.4, -0.4, 21.4
30	O=C(NCc1cnn(-c2ccc(F)cc2)c1)C1CCC(=O)N(C2CC2)C1 (centres undefined)
 : -9.1, -2.9, -4.9, ·, 4.1, -0.2, -0.4

(more compounds)
Sequence of screens – DENV2 CPE rescue, F508del corr, INS-1E GSIS act, FN deposit inh, PAX8 reporter, miR-122 sensor, EWS-Fli block
31	CN(C)c1ccc(S(=O)(=O)NCC(=O)NCCC2=CCCCC2)cc1[N+](=O)[O-]
 : 9.1, -1.4, -18.2, -3.2, 22.0, -7.6, -13.0
32	O=C(c1ccc(F)cc1)N1CC(=O)N2[C@H](C1)[C@H](c1ccc(C#Cc3ccc(F)cc3)cc1)[C@@H]2CO
 : -2.8, 2.0, -0.6, ·, 33.7, ·, -5.7
33	O=C(COC(=O)c1ccc[nH]c1=O)Nc1cc(S(=O)(=O)N2CCCCC2)ccc1Cl
 : 2.7, -1.1, -0.8, 9.4, -3.3, ·, 4.1
34	Cc1noc(C)c1NC(=O)NCC[C@@H]1CC[C@@H](NC(=O)Nc2cccc(F)c2)[C@H](CO)O1
 : -3.9, -1.2, 12.2, -2.6, -13.2, ·, -4.9
35	O=C(COC(=O)/C=C/c1cccc(C(F)(F)F)c1)NCc1cccs1
 : 4.8, -1.0, 6.1, 3.3, 3.1, ·, -0.9
36	CCc1n[nH]c(=S)n1/N=C/c1c[nH]c2ccc(Br)cc12
 : 1.8, -0.8, 6.2, -2.7, -15.4, ·, 13.7
37	CCC(=O)Nc1ccc2c(c1)OC[C@H](C)NC[C@H](C)[C@H](OC)CN(C)C2=O
 : 20.8*, ·, 10.1, 2.2, -8.7, 0.7[16.7 µM], 0.0
38	Cc1csc2nc(CCNS(=O)(=O)c3cccs3)cn12
 : 3.1, -4.7, 9.0, -2.0, -129.1, 4.3, -58.8
39	CNC(=S)NNC(=O)c1cn(C)nc1C
 : -1.4, 2.5, -4.6, 1.1, -8.9, ·, 11.4
40	COc1ccc(/C=N/NC(=O)c2ccoc2C)cc1OC
 : -10.2, ·, ·, 4.1, 7.1, ·, -9.8
41	CC(C)NC(=O)Nc1ccc2c(c1)C(=O)N([C@@H](C)CO)C[C@@H](C)[C@H](CN(C)CC1CCCCC1)O2
 : 0.2, -1.3, 6.4, ·, 5.3, 1.3[16.7 µM], -7.4
42	O=C(Nc1ccc(Cl)cc1C(=O)NCCN1CCOCC1)c1ccc(Cl)cc1Cl
 : ·, ·, -9.1, -7.2, 23.2, 5.6, ·
43	O=C(O)c1ccccc1C(=O)Nc1ccc(S(=O)(=O)N2CCCC2)cc1
 : 5.3, -0.2, 1.2, -0.3, -9.7, 2.5, ·
44	Cc1ccc(C)c(OCc2n[nH]c(=S)o2)c1
 : -0.1, 1.3, 6.5, 1.5, -21.1, 3.1, 1.1
45	COc1ccc(OC)c(CN2C(=O)c3ccccc3C2C(=O)NCc2cccnc2)c1 (centres undefined)
 : 5.0, 0.0, -5.7, 0.3, 11.4, 6.4, 0.2
46	C[C@H](CO)N1C[C@H](C)[C@H](CN(C)C(=O)Nc2ccc(F)cc2)Oc2c(NC(=O)NC3CCCCC3)cccc2C1=O
 : 11.1, -2.4, -12.6, ·, -1.4, 8.1[16.7 µM], -2.2
47	Fc1ccc(NC(=S)NCc2ccccc2)cc1
 : 7.0, -0.1, -6.4, 1.3, -22.1, 32.4, 18.4
48	Cc1ccc(NC2=C/C(=N/S(=O)(=O)c3cccs3)c3ccccc3C2=O)cc1
 : 8.4, ·, ·, 14.7, 53.2, ·, 24.5
49	C=CCc1cccc(/C=N/NC(=O)CCC(=O)Nc2ccc(F)cc2)c1O
 : ·, ·, -18.5, 11.6, 18.0, ·, ·
50	CCC(C)(c1nnnn1-c1c(C)cccc1C)N(N=O)c1cccc(C(F)(F)F)c1 (centres undefined)
 : ·, ·, -30.6, -16.7, 10.2, 13.9, ·
51	CN1c2ccc(C#Cc3cccnc3)cc2[C@H]2[C@H](CCN2C(=O)C2CCOCC2)[C@@H]1CO
 : -1.9, 1.6, 11.6, 7.1, -31.7, 2.8[16.7 µM], 0.7
52	O=C(COc1ccccc1)c1ccccc1
 : 0.3, -3.7, 3.5, 4.7, -106.8, ·, -44.8
53	Cc1ccc(-c2nnn(CC(=O)N(CCCO)C(C(=O)NC3CCCC3)c3ccc(Cl)cc3)n2)o1 (centres undefined)
 : 4.6, 0.7, -15.2, 10.3, -3.9, -1.9, 6.4
54	CN1CCN(C2CN(Cc3ccc(F)cc3)S(=O)(=O)C2)CC1 (centres undefined)
 : 3.8, -3.0, 7.5, ·, 0.2, 3.8, -3.0
55	O=C(c1cccc(F)c1)N1CC2(C1)[C@H](c1ccccc1)[C@@H](CO)N2C(=O)C1CC1
 : 19.0, 4.9, 0.1, -4.0, ·, ·, -3.2
56	Cc1ccc(NC(=O)CN2CCN(S(=O)(=O)c3ccc(F)cc3)CC2)cc1C
 : 4.9, -2.6, -14.0, -9.9, -2.5, -7.2, 2.8
57	CCOC(=O)C(=O)Nc1ccccc1C(=O)OC
 : -3.4, -1.4, 6.8, 3.8, -23.5, ·, 2.6
58	Cc1noc(C)c1S(=O)(=O)N(C)C[C@@H]1Oc2ccc(NC(=O)C3CCCCC3)cc2CC(=O)N([C@H](C)CO)C[C@H]1C
 : -3.1, 3.7, -1.5, ·, ·, -0.5[16.7 µM], 11.6
59	O=C(Nc1cc(F)ccc1F)C1CCCO1 (centres undefined)
 : -4.6, -3.9, 48.5, ·, ·, 9.2, -14.8
60	CC(=O)Oc1c(Sc2ccccc2[N+](=O)[O-])c(C)nn1C(C)(C)C
 : -3.9, 1.6, 8.8, -12.4, 7.7, ·, 2.1
